High-throughput results as filed in PubChem.
SRC1 TRFRET art – TR-FRET artefact, counter-screen to PPARgamma/SRC-1 agonist assay; TR-FRET detection artefact counter-screen, emission ratio; stronger effect = higher value; TR-FRET ratio at 8 µM; 0.34% of 99,000 active; AID 1051; in the data active means TR-FRET ratio above about 2300; further: inactives centre near 1800; reference of the scale not given here
SRC3 TRFRET art – flags TR-FRET format artefacts in PPARgamma SRC-3 recruitment agonist screen; TR-FRET artefact counter-screen, PPARgamma/SRC-3 format; stronger effect = higher value; 0.39% of 99,000 active; TR-FRET ratio at 8 µM; in the data active means TR-FRET ratio above about 2000; further: inactives centre near 1600; reference of the scale not given here
An asterisk follows results filed as active. Some of the compounds tested; rates above refer to the full screens.

SMILES	SRC1 TRFRET art	SRC3 TRFRET art
O=C(/C=C/c1ccco1)Nc1nc(-c2ccccc2)cs1	1691	1576
COc1ccccc1C(=O)NCC(=O)OCc1csc(-c2ccccc2)n1	1952	1637
Fc1cccc(Nc2nc(-c3ccncc3)nc3ccccc23)c1	1780	1536
N#Cc1ccccc1NC(=O)CSc1ccc([N+](=O)[O-])cn1	1724	1487
CCCN(CC1CC1)C(=O)COC(=O)c1ccc2c(c1)C(=O)N(c1ccc(OCC)cc1)C2=O	1658	1432
CON1C(=O)C(=O)N(OC)C(C)(C)C1(C)C	1770	1582
COc1ccc(/C=N/Nc2ncnc3sc4c(c23)CCCC4)cc1OC	1801	1445
COc1cc(OC)cc(C(=O)NC(C)c2ccc(Br)cc2)c1 (centres undefined)	1786	1514
CC1(C)CC(=O)C/C(=N\NC(=O)c2cccs2)C1	1853	1540
COC(=O)c1ccccc1NC(=O)N1c2ccccc2Sc2ccccc21	1960	1749
Cc1ccc[n+](/C(=C\C(=C=[N-])C#N)C(=O)c2ccc(Cl)cc2)c1	1639	1448
COc1cccc(NC(=S)N2CCC(N(C)CC3CCCO3)CC2)c1 (centres undefined)	1776	1545
COc1c(C)cc(Br)cc1C(=O)Nc1ccc(S(N)(=O)=O)cc1	1875	1572
Cc1ccc2c(Cl)c(C(=O)N/N=C/c3cccn3C)sc2c1	1992	1840
Cc1cccc(OCC(=O)N/N=C\c2cccn2C)c1C	1696	1289

A run of entries of the results above, for reference:
SMILES	SRC1 TRFRET art	SRC3 TRFRET art
O=C(/C=C/c1ccco1)Nc1nc(-c2ccccc2)cs1	1691	1576
COc1ccccc1C(=O)NCC(=O)OCc1csc(-c2ccccc2)n1	1952	1637
Fc1cccc(Nc2nc(-c3ccncc3)nc3ccccc23)c1	1780	1536
N#Cc1ccccc1NC(=O)CSc1ccc([N+](=O)[O-])cn1	1724	1487
CCCN(CC1CC1)C(=O)COC(=O)c1ccc2c(c1)C(=O)N(c1ccc(OCC)cc1)C2=O	1658	1432

Other records:
SMILES	SRC1 TRFRET art	SRC3 TRFRET art
COCc1cc(C(C)=O)ccc1OCC(=O)Nc1ccc(NC(C)=O)cc1	1732	1585
CC(C)(C)c1nc(SCC(=O)N2CC(=O)Nc3ccccc32)c2ccccc2n1	1790	1706
COC(=O)c1c(C)[nH]c(C(=O)OCC(=O)N2c3ccccc3NC(=O)C2(C)C)c1C	2197	1592
Cc1ccc(-c2nnc3sc(C4COc5ccccc5O4)nn23)cc1 (centres undefined)	1689	1551
Fc1ccc2nc(Nc3nc4cc5c(cc4s3)OCCO5)sc2c1	2154	2582*
O=C1N=C(N2CCOCC2)S/C1=C\c1ccc(-c2ccccc2Cl)o1	1746	1538
Cc1cc(C(=O)COC(=O)c2ccc3c(c2)OCO3)c(C)n1CC1CCCO1 (centres undefined)	2055	1505
COc1cccc(-c2nnc(SC(C(=O)c3c[nH]c4ccccc34)c3ccccc3)n2C)c1 (centres undefined)	1787	1724
CCOC(=O)NC(=O)C(/C=N/c1sccc1C(=O)OC)=C(\C)O	1551	1504
Cc1ccc(Nc2nc(NCc3ccco3)c3ccccc3n2)cc1	1655	1596
NNC(=O)c1ccc(N2CCCCCC2)c([N+](=O)[O-])c1	1922	1762
CNc1nc(-c2ccc3c(c2)CCN3C(=O)c2ccc(F)cc2)cs1	1721	1511
CC(=O)Nc1ccccc1OC(C)C(=O)NC(C)c1ccc(F)cc1 (centres undefined)	1768	1470
O=[N+]([O-])c1cccc(S(=O)(=O)c2cccc([N+](=O)[O-])c2)c1	1686	1666
Cc1cc(NS(=O)(=O)c2ccc(NC(=O)CSc3nnc(-c4ccco4)n3Cc3ccco3)cc2)nc(C)n1	1688	1587
COc1ccc(CN2CCN(C(=O)c3ccco3)CC2)cc1OC	1942	1622
O=c1oc2ccccc2c2[nH]ccc12	2081	1854
CCn1c(N)c(Br)c(=O)[nH]c1=O	1936	1459
Cc1cc(/C=C2/C(=O)N(C)C(=S)N2C)ccc1N1CCCC1	1801	1644
Cc1ccc2nc(-c3ccncc3)c(NC3CCCC3)n2c1	1603	1483
COc1cccc(NC(=O)CSc2nc3c(oc4ccccc43)c(=O)[nH]2)c1	1643	1765
O=C(Nc1nnc(-c2ccco2)o1)c1ccc2ccccc2c1	1959	1496
Cc1cc(C(=O)OCC(=O)N2CCOCC2)ccc1[N+](=O)[O-]	1538	1439
COC(=O)c1c(NC(=O)CSc2ncnc3[nH]ncc23)sc2c1CCC2	1859	1490
Nc1c(N2CCCC2)c2ccccc2oc1=O	1839	1564
C[C@H](CO)NC(=O)[C@H](C)[C@H]1C[C@]1(C)[C@H](NC(=O)OCc1ccccc1)c1ccccc1	1786	1558
CC(C)CC(=O)NC(=S)NNC(=O)c1ccc([N+](=O)[O-])cc1	1692	1366
CSc1nnc(C)c(=O)n1COC(=O)c1ccc(S(=O)(=O)N2CCCC2)cc1	1864	1642
Cc1ccc(CNC(=S)Nc2cc(C(=O)O)ccc2C)cc1	1507	1616
CC(C)CNC(=O)COC(=O)/C=C/c1ccco1	1682	1720

Retrieved by structure from the entries so far (4):
SMILES	SRC1 TRFRET art	SRC3 TRFRET art
CC(C)CC(=O)NC(=S)NNC(=O)c1ccc([N+](=O)[O-])cc1	1692	1366
COc1ccc(CN2CCN(C(=O)c3ccco3)CC2)cc1OC	1942	1622
O=C(Nc1nnc(-c2ccco2)o1)c1ccc2ccccc2c1	1959	1496
COC(=O)c1c(NC(=O)CSc2ncnc3[nH]ncc23)sc2c1CCC2	1859	1490

The list goes on.
SMILES	SRC1 TRFRET art	SRC3 TRFRET art
CCCSc1nc2ccccc2n1CC(=O)O	1853	1603
CC1CCCCN1CC(=O)NC(c1ccccc1)c1ccccc1 (centres undefined)	1699	1613
CC(=O)OC(C(=O)N1CCOCC1)c1c(F)cccc1F (centres undefined)	1857	1517
CCNS(=O)(=O)c1ccc2nc(NC(=O)/C=C/c3cc(OC)c(OC)c(OC)c3)sc2c1	1482	1500
COc1ccc(C2=NNC(c3cccnc3)=Nc3ccc(OC)cc32)cc1	1891	1592
O=C(CC1N=C(Cc2ccccc2)NNC1=O)N/N=C/c1ccc([N+](=O)[O-])cc1 (centres undefined)	1807	1423
COC(=O)c1ccc(COC(=O)CCC(=O)c2cccs2)cc1	1784	1276
CC(C)(CNC(=O)/C=C/c1ccc(F)cc1)CNC(=O)/C=C/c1ccc(F)cc1	1930	1730
Cc1cc(C(=O)N/N=C/c2ccc(OC(=O)c3ccccc3Br)cc2)n[nH]1	1659	1568
COc1ccc(C)cc1NC(=O)N1CCC(CO)(CC2CCCCO2)CC1 (centres undefined)	1792	1616
Cc1ccc(S(=O)(=O)Nc2cc3c(C(=O)Nc4ccccc4)c(C)oc3c3ccccc23)cc1	1708	1621
C#CCOCCOCCOCCNc1nc(N2CCN(C(=O)[C@H]([C@@H](C)CC)n3cc([C@@H](N)CO)nn3)CC2)nc(N2CCN(C(=O)[C@H](CCCCN)n3cc([C@@H](N)C(C)CC)nn3)CC2)n1 (some centres undefined)	1883	1511
O=C(C[n+]1ccc(/C=N/O)cc1)N(Cc1ccccc1)Cc1ccccc1	1938	1639
O=C(Nc1cccc(N2C(=O)C3C4C=CC(C4)C3C2=O)c1)c1cccs1 (centres undefined)	1740	1646
CCSc1cc(N2CCCC2)nc(-c2ccccc2Cl)n1	1834	1758
COc1ccc(NC(=S)Nc2cccc(Cl)c2)cc1OC	1709	1545
COc1cc2c(cc1NC(=O)CSc1ccccc1)oc1ccccc12	1646	1341
COc1cc(C(C(=O)NC2CCCCC2)N(Cc2ccco2)C(=O)c2cnccn2)cc(OC)c1OC (centres undefined)	1741	1488
O=c1[nH]c(CN2CCN(c3ccc(O)cc3)CC2)nc2scc(-c3ccc(Cl)cc3)c12	1685	1590
CCCC(=O)Nc1nnc(-c2ccccc2)o1	1775	1427
O=C(c1cnccn1)N(Cc1cccs1)C1(C(=O)NC2CCCC2)CCCCC1	2000	1634
COc1ccc(S(=O)(=O)N2CCCC(C(F)(F)F)C2)cc1 (centres undefined)	1839	1792
CN(C)c1cc[n+](CC(=O)c2ccc(-c3ccccc3)cc2)cc1	1803	1509
CCCCOc1ccc(C(=O)OCC(=O)Nc2cc(C)on2)cc1	1808	1421
CC(C)CC(=O)c1c[nH]c(C(=O)O)c1	1594	1569
CN(C)C(=O)CSc1nc2ccccc2n1Cc1ccccc1	1576	1339
CCN(CC)C(=O)CN1C(=O)NC2(CCc3ccccc3C2)C1=O (centres undefined)	2048	1511
CC(C)CC(=O)N1CCN(S(=O)(=O)c2ccc(Cl)cc2)CC1	1901	1664
Cc1cc(=O)n2[nH]c(N)c(N=Nc3ccccc3F)c2n1	1873	1500
Cc1coc2cc3oc(=O)c4c(c3cc12)CCC4	1786	1689

4 entries from above, set out differently.
CCN(CC)C(=O)CN1C(=O)NC2(CCc3ccccc3C2)C1=O (centres undefined)
  SRC1 TRFRET art: 2048
  SRC3 TRFRET art: 1511

CC(C)CC(=O)N1CCN(S(=O)(=O)c2ccc(Cl)cc2)CC1
  SRC1 TRFRET art: 1901
  SRC3 TRFRET art: 1664

Cc1cc(=O)n2[nH]c(N)c(N=Nc3ccccc3F)c2n1
  SRC1 TRFRET art: 1873
  SRC3 TRFRET art: 1500

Cc1coc2cc3oc(=O)c4c(c3cc12)CCC4
  SRC1 TRFRET art: 1786
  SRC3 TRFRET art: 1689

Additional results follow.
SMILES	SRC1 TRFRET art	SRC3 TRFRET art
Cn1cccc1C(C#N)c1ncc(C(F)(F)F)cc1Cl (centres undefined)	1666	1519
O=C(c1ccncc1)N1CCN(C2CCCCC2)CC1	1897	1437
COc1cc(NC(=O)c2ccccc2F)ccc1NC(=O)c1ccccc1Cl	1642	1539
Cn1nccc1C(=O)OCC(=O)Nc1nc(-c2ccccc2)cs1	1692	1587
Cn1c(NC(=O)C[n+]2cc(-c3ccccc3)n3c2CCC3)cc(=O)n(C)c1=O	1949	1650
COc1ccc(CSCCNC(=S)Nc2ccccc2)cc1Cl	1960	1417
NS(=O)(=O)c1ccc(CNC(=O)c2scc3c2CCCC3)cc1	1675	1629
Cc1cc(C(=O)CSc2nnc(N)s2)c(C)n1Cc1cccs1	1788	1721
COc1ccc(-n2cnc3c(sc4nc(N5CCOCC5)c5c(c43)CCCC5)c2=O)cc1	1910	1615
COC(=O)c1c(NC(=O)CC2SC(N)=NC2=O)sc(C)c1C (centres undefined)	1767	1468
O=c1cc(CN2CCN(S(=O)(=O)c3ccccc3)CC2)nc2sccn12	1685	1523
Cc1noc2ncnc(N3CCCC3)c12	1708	1662
COc1ccc(-c2nsc(SCC(=O)NCC3CCCO3)n2)cc1 (centres undefined)	1658	1513
COC(C(=O)Nc1cccc([N+](=O)[O-])c1)c1ccccc1 (centres undefined)	1959	1642
Cc1noc(C)c1S(=O)(=O)Nc1ccc(C(=O)N2CCC(C)CC2)cc1	1592	1485
CCCN(C(=O)c1ccco1)c1nnc(-c2cccc(C)c2)s1	1644	1471
Cc1cc(C)c(CSc2ncnc3nc[nH]c23)c(C)c1	1741	1768
Nc1nnc(SCC(=O)c2ccc3c(c2)NC(=O)CO3)s1	1488	1690
C/C(CC(=O)Nc1cccc(Cl)c1Cl)=N\NC(=O)c1ccccc1C	1882	1515
Cn1nc(C(=O)NCc2cccs2)c2ccccc2c1=O	1785	1686
O=C(CSc1cccc[n+]1[O-])N1CCCc2ccccc21	1679	1511
O=C(CN1CCCCC1)Nc1ccc(F)c(Cl)c1	1792	1294
CCOC(=O)C1C(=O)C=C(c2ccc(C)cc2)CC1c1ccccc1 (centres undefined)	2102	1705
COc1cc(OC)c(OC)cc1/C=N/NC(=O)c1cccc(S(=O)(=O)N2CCOCC2)c1	1719	1620
CC1CCC(NC(=O)C2CC(=O)N(c3ccc4c(c3)OCCO4)C2)CC1 (centres undefined)	1890	1538
O=C(CSc1ncnc2c1cnn2CCO)Nc1cccc(C(F)(F)F)c1	1839	1572
Cc1ccc(NC(=O)COC(=O)c2ccc([N+](=O)[O-])s2)c(C)c1	1726	1598
O=C(CCCCl)NC1=NN(c2ccccc2)C(=O)C1	1595	1544
CCN1CCN(c2ccc(N=Cc3ccc(O)cc3O)cc2)CC1	1787	1679
CCc1ccc2[nH]c3nc(C)cc(C)c3c(=O)c2c1	1766	1521

Entries from the list above that have a CF3 group, in the order listed:
SMILES	SRC1 TRFRET art	SRC3 TRFRET art
COc1ccc(S(=O)(=O)N2CCCC(C(F)(F)F)C2)cc1 (centres undefined)	1839	1792
Cn1cccc1C(C#N)c1ncc(C(F)(F)F)cc1Cl (centres undefined)	1666	1519
O=C(CSc1ncnc2c1cnn2CCO)Nc1cccc(C(F)(F)F)c1	1839	1572

Next compounds:
SMILES	SRC1 TRFRET art	SRC3 TRFRET art
COc1ccc(CN(C)CC(=O)NC(C)c2ccccc2)c(OC)c1 (centres undefined)	1868	1440
COc1ccccc1OCCn1c(=O)oc2ccc(C)cc21	1783	1770
CN(Cc1ccccc1)c1ccc(N2C(=O)CCCC2=O)cc1[N+](=O)[O-]	1656	1532
COc1ccc(-c2nc(N)ncc2-c2csc(C)n2)c(O)c1OC	1631	1495
COc1ccc(NC(=O)c2ccc(NC(=O)C(C)C)cc2)c([N+](=O)[O-])c1	2002	1520
O=C(Nc1nnc(CCN2CCCCC2)s1)c1ccccc1	1690	1611
C=CCn1c(SCc2nc3sc(C(=O)O)c(C)c3c(=O)[nH]2)nnc1-c1ccccc1	1932	1544
CCN(CC)c1ccc(-c2n[nH]c(=S)n2-c2ccccc2C)cc1	1497	1423
CCOP(=O)(OCC)C(NC(C)=O)C(=O)c1ccccc1 (centres undefined)	1804	1427
COc1ccc(N2CCN(C(=O)CCNC(=O)c3ccc(C(C)(C)C)cc3)CC2)cc1	1802	1525
Cc1nnc(N/N=C/C2CC=CCC2)[nH]c1=O (centres undefined)	1838	1312
CNC(=O)NC(=O)COC(=O)/C=C/c1cccc(Br)c1	1743	1336
O=C1c2ccccc2C(=O)C1c1nccc2ccccc12	1805	1625
C/C(N)=C(/C#N)C(=O)COC(=O)Cc1coc2ccc3ccccc3c12	1620	1357
NC(=O)c1nsc(C(=O)N(c2cccc(F)c2)C(C(=O)NCC2CCCO2)c2cccs2)c1N (centres undefined)	1749	1613
CC[n+]1c(C)cc2c(sc3ccccc32)c1C	1878	1704
